KB-3-1 tox: qHTS assay for MDR1-selective chemotherapeutics: Primary screen using the parental adenocarcinoma cell KB-3-1; KB-3-1 viability, CellTiter-Glo ATP luminescence, 72 h; 400,000 tested, 1.4% active; Potency, µM (titrated, usually from 46.1 µM), without a hit: at the highest dose activity change, negative = cytotoxic, usual class: cytotoxic; AID 1347075, 2019; further: potency means the concentration at half of the fitted maximal effect; on the % scale 0 is the no-effect control and ±100 the full control effect; nearly all actives have a fitted effect of over 60% in size
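Viability of parental KB-3-1 cells, measured by CellTiter-Glo luminescence, followed a 72 h incubation at 37 °C with pinned compounds in phenol-red-free DMEM containing 10% FBS.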
HT1080-NT tox: qHTS for induction of synthetic lethality in tumor cells producing 2HG: qHTS for the HT-1080-NT fibrosarcoma cell line. HT-1080-NT fibrosarcoma viability, CellTiter-Glo ATP luminescence, 48 h. Potency, µM (series often up to 46.1 µM), inactives show at the top dose activity, negative = less viability, hits mostly cytotoxic. 360,000 tested, 1.6% active;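 further: NT is the 2HG producing partner of a matched IDH1 knockdown line; potency means the concentration at half of the fitted maximal effect; 0% = DMSO-treated cells and -100% = media-only wells without cells; nearly all actives have a fitted effect of over 55% in size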
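Viability of the 2HG-overproducing fibrosarcoma line after 48 hours of compound exposure at 37 degrees C was determined by luminescence with CellTiter-Glo, and concentration-effect curves were then fitted and categorized.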
KB-V1 MDR tox: qHTS assay for MDR1-selective chemotherapeutics: Primary screen using the drug-selected MDR subline cells KB-V1; KB-V1 MDR cells viability, CellTiter-Glo, 72 h; Potency, µM (top dose mostly 46.1 µM), without a hit: top-dose activity change, negative = cytotoxicity, most hits filed as cytotoxic; 400,000 tested, 3.4% active; AID 1347076, 2019; further: potency means the concentration at half of the fitted maximal effect; on the % scale 0 is the no-effect control and ±100 the full control effect; nearly all actives have a fitted effect of over 60% in size
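KB-V1, DMEM (no phenol red) + 10% FBS; cpd pin-transferred, titration series; 72 h, 37 degrees C; CellTiter-Glo, luminescence. Data normalized, curve-fit.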
HT1080 IDH1KD tx: qHTS for induction of synthetic lethality in tumor cells producing 2HG: qHTS for the HT-1080-IDH1KD cell line | AID 686971, 2013 | 360,000 tested, 2% active | Potency, µM (top dose mostly 46.1 µM), for the others: at the top dose activity, negative = toxicity, actives largely listed as cytotoxic | HT-1080 IDH1 knockdown viability, ATP luminescence, 48 h;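 further: potency means the concentration at half of the fitted maximal effect; 0% = DMSO wells and -100% = cell-free medium wells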
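Luminescent ATP read-out (CellTiter-Glo, 10 min at room temperature) after 48 h compound exposure at 37 °C gave viability of IDH1-knockdown HT-1080 cells. Activity was normalised to DMSO and cell-free wells, then fitted as concentration-response curves.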
S2 tox: Viability Counterscreen for Primary qHTS for Inhibitors of ATXN expression; 400,000 tested, 0.49% active; Potency, µM (titrated, usually from 56.7 µM), most hits filed as cytotoxic; S2 cells (HEK-293 line with an ATXN2-luciferase reporter) viability, CellTiter-Fluor protease fluorescence, 24 h; AID 651635, 2014; further: potency means the concentration at half of the fitted maximal effect; nearly all actives have a fitted effect of over 40% in size
ATXN2 expr inh: Primary qHTS for Inhibitors of ATXN expression. Potency, µM (doses to about 57 µM), inactives show at the top dose activity change, negative = inhibition, hits mostly inhibitors. HEK-293 ATXN2-luciferase reporter, luminescence, 24 h. AID 1745845, 2022. 360,000 tested, 0.72% active; further: potency means the concentration at half of the fitted maximal effect; on the % scale 0 is the no-effect control and ±100 the full control effect; nearly all actives have a fitted effect of over 55% in size
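qHTS (up to 57 uM final) was run with 24 h compound exposure of reporter cells at 37 °C. Each well was multiplexed: SteadyGlo luminescence measured ATXN2-luciferase expression after a fluorogenic Gly-Phe-AFC viability readout (25 uM final).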
MCF10A rerep: A quantitative high throughput screen for small molecules that induce DNA re-replication in MCF 10a normal breast cells; MCF 10A DNA re-replication, Hoechst nuclear intensity, 48 h; 350,000 tested, 2.9% active; Potency, µM (top dose mostly 46.1 µM), for the others: top-dose activity, positive = re-replication, actives largely listed as activators; further: potency means the concentration at half of the fitted maximal effect; % of control where 0% means no effect; nearly all actives have a fitted effect of over 50% in size
SW480 rereplic: A quantitative high throughput screen for small molecules that induce DNA re-replication in SW480 colon adenocarcinoma cells. Potency, µM (doses to about 46.1 µM), without a hit: at the top dose re-replication activation, hits mostly activators. AID 624297, 2012. 340,000 tested, 1.8% active. SW480 DNA re-replication, Hoechst DNA content imaging, 48 h; further: potency means the concentration at half of the fitted maximal effect; % of control where 0% means no effect; nearly all actives have a fitted effect of over 55% in size
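Compounds, transferred as 23 nL by pin tool, were incubated with cells for 48 hr; DNA content per nucleus was then quantified by Hoechst staining and fluorescence plate imaging.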
IL-1B inflam inh: qHTS for Inhibitors of Inflammasome Signaling: IL-1-beta AlphaLISA Primary Screen; activity change, % at 57.5 µM; AID 743279, 2014; THP-1 LPS/ATP IL-1B secretion, AlphaLISA, 16 h; hits give low values; 360,000 tested, 4.7% active; in the data active means activity change below about -50%; inconclusive means mostly about -30% to -49%; further: on the % scale 0 is the no-effect control and ±100 the full control effect
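THP-1 cells pretreated 1 hr with compounds (up to 57.5 uM final), then stimulated with LPS (250 ng/mL final) plus ATP (1.25 mM final); secreted IL-1B measured by AlphaLISA after 16 hr, decreased signal indicating inhibition.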
* hit, by the source's call; i = inactive; ? = inconclusive; / = not tested or not shown; [ ] = remark or other dose. Unless noted, the call rests on the fitted dose curve; in most records, active means well fitted curve in the direction sought with a large enough effect; inconclusive means small, poorly fitted or top-dose-only effect, or another doubt; inactive means no such curve, though single readings can be large; an effect the other way counts as inactive or inconclusive. The order is random (roughly 11% active in at least one column).

Molecule	KB-3-1 tox	HT1080-NT tox	KB-V1 MDR tox	HT1080 IDH1KD tx	S2 tox	ATXN2 expr inh	MCF10A rerep	SW480 rereplic	IL-1B inflam inh
Cc1cc(C)n(-c2cc(N3CCN(C(=O)c4cccc(F)c4)CC3)ccc2[N+](=O)[O-])n1	2%	1%	?	1%	?	-20%	-36%[inhibitor]	2%	?
CCOC(=O)c1nnn(-c2nonc2-n2cccc2)c1CN1CCOCC1	-6%	-1%	-8%	-8%	i	0%	2%	-16%	10
c1ccc2c(C3OCC4(CCCCC4)CO3)cccc2c1	1%	-1%	-6%	3%	i	/	/	/	55
CCOC(=O)c1sc(NC(=O)COC(=O)Cn2cnc3ccccc32)c(C(=O)OCC)c1C	1%	-14%	-9%	-3%	i	-7%	?	2%	12
N#Cc1c(-c2ccco2)cc(C2CC2)nc1SCC(=O)c1ccccc1	18%	0%	?	?	i	-10%	?	-2%	27
Cc1ccc(-n2ncc3ccccc3c2=O)cc1Cl	-22%	7%	-18%	-3%	i	/	0%	0%	32
CCN(CC)c1ccc(/C=N/NC(=O)CNC(=O)c2cccs2)cc1	2%	-15%	-7%	?	i	27%	4%	-6%	?
Cc1ccccc1-c1nnc(CS(=O)(=O)c2ccccc2)o1	7%	3%	-7%	1%	i	7%	-20%	22%	-7
O=C(COC(=O)c1ccccn1)Nc1nc(-c2ccccc2)cs1	0%	14%	0%	11%	i	33%[activator]	0%	-1%	-2
Cc1cc(NC(=O)Nc2cccc([N+](=O)[O-])c2)no1	8%	12%	-11%	4%	i	4%	-6%	-153%[1.84 µM]	-6
CC1(C)CNC(=O)c2sc(NC(=O)CN3CCOCC3)nc2C1	1%	12%	23%	25%	i	3%	0%	-21%	7
Cc1cc(C(=O)NNC(=S)NCc2ccccc2)no1	0%	-3%	?	1%	i	-4%	3%	-25%	16
COc1cc(OC)c(C2=NOC(C(=O)Nc3c(C)n(C)n(-c4ccccc4)c3=O)C2)cc1Cl (stereo not given)	-1%	15%	-22%	21%	i	-12%	2%	-4%	2
CCN(CC)C(=S)SCC(=O)Nc1ncc2c(n1)CC(C)(C)CC2=O	0%	0%	-12%	4%	i	6%	7%	-1%	/
CSCCC(NS(=O)(=O)c1ccc(C)cc1C)C(=O)Nc1cccnc1 (stereo not given)	-4%	5%	0%	-1%	i	-10%	2%	1%	14
C=CCSC1=Nc2cc(OC)c(OC)cc2C2=NC(=O)CN12	-10%	2%	-18%	-1%	i	/	-1%	-6%	3
CC(C)(C)c1cc(CN(CCO)CCO)cc(C(C)(C)C)c1O	0%	-2%	-3%	?	?	-14%	115%	7%	-5
CCN(CC(=O)Nc1ccccc1OC)C(=O)c1ccc(NC(=O)c2cccs2)cc1	-13%	0%	17%	-9%	i	/	-1%	-6%	-24
CCOC(=O)C1CCN(C(=O)CCCCn2c(=O)[nH]c3ccccc3c2=O)CC1	17%	4%	0%	10%	i	-5%	-1%	-12%	20
O=C(COC(=O)c1ccc(Cl)cc1Cl)Nc1cccc(S(=O)(=O)NC2=NCCC2)c1	5%	1%	9%	-21%	i	-27%	8%	-21%	0
Cc1cccnc1NC(=O)Cn1nc(-c2ccccc2)oc1=S	-26%	-11%	-18%	-7%	i	2%	1%	-6%	48
O=S(=O)(c1ccc2c(c1)OCCO2)N1CCC(n2nnc3cc(C(F)(F)F)ccc32)CC1	0%	-22%	?	-18%	i	-8%	19%	3%	-30
CCCN(CC1CC1)c1nc(C)nc(Nc2c(Cl)cc(Cl)cc2Cl)c1Cl	0%	0%	-13%	-11%	i	-10%	?	-3%	24
Cc1ccnc(NS(=O)(=O)c2ccc(NC(=O)c3cncc(Br)c3)cc2)n1	1%	13%	0%	26%	i	1%	1%	-2%	-9
COc1ccc(/C=C/C(=O)c2ccc[nH]2)cc1OC	26%	-6%	?	1%	i	132%[activator]	16%	?	-63*
CCOC(=O)C1=C(C)NC(C)=C(C(=O)OCC)C1C(=O)OCC(=O)NC1(C#N)CCCCC1	24%	-2%	?	0%	i	-5%	14%	?	-5
COc1ccc(-c2nc3c(Cl)cc(C(F)(F)F)cn3c2Cc2cccc(F)c2)cc1OC	-1%	0%	10%	-4%	i	14%	/	/	?
FC(F)(F)C1=CC(c2ccc(Cl)cc2)=NCCN1	-14%	-3%	-25%	-9%	i	4%	-19%	-1%	20
CC(C)c1ccc(S(=O)(=O)/N=C2/C=C(Sc3ncn[nH]3)C(=O)c3ccccc32)cc1	-21%	2.9µM*	?	4.6µM*	?	14µM*	3.3µM*	10µM*	-100*
CCOC(=O)c1sc2nc(OCCN3CCOCC3)cc(C)c2c1N	11%	0%	?	5%	i	0%	/	/	-21
CCC(C)(C)c1ccc(OC(=O)c2cccnc2Cl)cc1	-4%	-4%	?	-18%	i	21%	-5%	1%	0
O=C(COC(=O)[C@@H]1CC(O)CN1S(=O)(=O)c1ccc([N+](=O)[O-])cc1)NC12CC3CC(CC(C3)C1)C2 (stereo not given in full)	-1%	9%	23%	7%	i	/	10%	4%	11
CCOCCCNC(=O)C(NC(=O)CNC(=O)c1ccccc1)c1ccc(C)cc1 (stereo not given)	-2%	-2%	1%	-3%	i	-5%	2%	0%	49
COC(=O)CSc1nc2cc(OC)ccc2n1C	9%	0%	-1%	3%	i	/	1%	-6%	?
O=C(Nc1ccccc1)Nc1cccc(NC(=O)Nc2ccccc2)c1F	-7%	-3%	-1%	0%	i	3%	-4%	?	20
O=C(CSc1nnc(NC(=O)C2CC2)s1)NCc1ccc(F)cc1	17%	-1%	5%	-5%	i	-7%	-1%	-7%	4
CC1CCN(c2ccc(C(=O)Nc3ccc4c(c3)OCO4)cc2[N+](=O)[O-])CC1	3%	-15%	?	?	i	-13%	-8%	4%	-141*
COc1ccc(-c2sc3cc(OC)ccc3c2-c2ccc(OCCN3CCOCC3)cc2)cc1	0%	?	0%	-23%	i	-21%	3.7µM*	?	6
COc1ccc([C@@H]2CC(=O)c3c(O)cc(O[C@@H]4OC(CO[C@@H]5OC(C)[C@H](O)[C@@H](O)[C@H]5O)[C@@H](O)[C@H](O)[C@H]4O)cc3O2)cc1O (stereo not given in full)	0%	0%	-25%	1%	i	4%	-6%	-15%	11
COC(=O)c1cc(NC(=O)CC2Oc3ccccc3NC2=O)cc(C(=O)OC)c1 (stereo not given)	16%	6%	20%	0%	i	-6%	3%	7%	40
COc1ccc(Oc2ccc(N/C=C3\CCCC3=O)cc2)cc1	-5%	-4%	0%	-6%	i	-9%	?	8%	-12
O=C(NCCO)c1nc(C(=O)c2ccccc2)c2ccccc2n1	3%	14%	-3%	11%	i	-11%	-3%	-3%	1
O=C(NC1CCN(C(=O)N2CCOCC2)CC1)c1ccccc1	2%	9%	10%	14%	i	4%	3%	-10%	-1
CCOc1ccc(NC(=O)CSc2nnc(-c3ccncc3)n2CC2CCCO2)cc1 (stereo not given)	6%	10%	18%	3%	?	1%	1%	-5%	0
Cc1ccc(OCC(=O)Nc2ccc(N3CCOCC3)cc2)c([N+](=O)[O-])n1	-3%	-1%	-12%	0%	i	1%	5%	-2%	34
O=C(Cc1ccc(Br)cc1)NC1CCCCC1	6%	3%	2%	4%	i	37%[activator]	3%	7%	2
COc1ccccc1C(=O)Nc1ccc(C(=O)O)cc1	-1%	23%	-12%	1%	i	-7%	2%	-5%	25
CCCCC(=O)NC1(C(F)(F)F)NC(=O)N(Cc2ccccc2)C1=O (stereo not given)	-3%	0%	-18%	2%	i	10%	-2%	-6%	52
O=C(Nc1cc(F)ccc1F)c1ccc2c(c1)nnn2C1CCCC1	-2%	/	7%	/	i	10%	/	/	/
O=C(CN1CCCCC1)N1N=C(c2cccs2)CC1c1cccs1 (stereo not given)	?	6%	0%	-2%	i	6%	4%	0%	0
COC(=O)CNC(=O)Cn1ccc2ccccc2c1=O	12%	0%	16%	4%	i	-5%	1%	-7%	-8
Fc1ccc(-c2noc3ncnc(NC4CCCCC4)c23)cc1	5%	/	0%	/	i	3%	/	/	/
CCC(CC)C(=O)NCCCCc1ccccc1	9%	-1%	?	-3%	i	-2%	-1%	4%	0
CCNc1nc(NCC)nc(SCCOC(=O)Nc2ccc(Cl)cc2Cl)n1	2%	5%	-1%	1%	?	-35%	18µM*	-2%	8
Cc1csc(NS(=O)(=O)c2cccc([N+](=O)[O-])c2)n1	-19%	-8%	-18%	?	i	-17%	-3%	-7%	-9
COC(=O)[C@@H]1C(c2ccccc2)(c2ccccc2)[C@@]1(C)C(=O)OC	3%	2%	?	1%	i	-1%	11%	-6%	6
N#C[C@]1(S(=O)(=O)c2ccccc2)C[C@@H]2ON=C(c3cccc(Br)c3)[C@@H]2C1	?	-20%	-2%	-14%	i	-20%	3%	-3%	-13

Screening data from PubChem.
